SW480 rerep: DNA re-replication induction in SW480 cells; SW480 DNA re-replication, Hoechst DNA content imaging, 48 h; Potency, µM (highest dose often 46.1 µM), for inactives: at the highest dose re-replication activation, hits mostly activators; 340,000 tested, 1.8% active; note: potency is the fitted concentration of half-maximal effect; % of control where 0% means no effect; nearly all actives have a fitted effect of over 55% in size
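Compounds, transferred as 23 nL by pin tool, were incubated with cells for 48 hr; DNA content per nucleus was then quantified by Hoechst staining and fluorescence plate imaging.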
MCF10A rereplic: induces DNA re-replication in MCF 10a normal breast cells | MCF 10A DNA re-replication, Hoechst nuclear intensity, 48 h | Potency, µM (doses to about 46.1 µM), without a hit: top-dose activity, positive = re-replication, usual class: activators | 350,000 tested, 2.9% active; note: potency is the fitted concentration of half-maximal effect; % of control where 0% means no effect; nearly all actives have a fitted effect of over 50% in size
HepG2 tox: counter-screen for TGF-b inhibitors: cytotoxicity in HepG2 cells; HepG2 CAGA-GFP viability, ATP luminescence, 18 h; Potency, µM (doses to about 46.1 µM), for the others: at the highest dose activity change, negative = cytotoxicity, hits mostly cytotoxic; 410,000 tested, 0.76% active; note: potency is the fitted concentration of half-maximal effect; some results filed as inactive show a strong effect at the top dose
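CellTiter-Glo luminescence gave cytotoxicity after 18 hours at 37 degrees C. The cells were HepG2 CAGA-GFP in 1% FBS DMEM, stimulated with 500 pg/mL TGF-beta after compound addition. %Activity was normalised to no-cell wells (complete cell-killing) and DMSO (no toxicity), and curves were fitted and classified.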
KB-3-1 tox: kills parental KB-3-1 adenocarcinoma cells | KB-3-1 viability, CellTiter-Glo ATP luminescence, 72 h | Potency, µM (top dose mostly 46.1 µM), without a hit: at the highest dose activity change, negative = cytotoxic, actives largely listed as cytotoxic | 400,000 tested, 1.4% active | AID 1347075; note: potency is the fitted concentration of half-maximal effect; % is set by controls: 0 for no effect and ±100 for the full control effect; nearly all actives have a fitted effect of over 60% in size
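Viability of parental KB-3-1 cells, measured by CellTiter-Glo luminescence, followed a 72 h incubation at 37 °C with pinned compounds in phenol-red-free DMEM containing 10% FBS.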
HT1080 IDH1KD tx: HT-1080 IDH1 knockdown cell toxicity (counter line); Potency, µM (top dose mostly 46.1 µM), for the others: top-dose activity, negative = toxicity, actives largely listed as cytotoxic; HT-1080 IDH1 knockdown viability, ATP luminescence, 48 h; 360,000 tested, 2% active;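 note: potency is the fitted concentration of half-maximal effect; 0% = DMSO wells and -100% = cell-free medium wells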
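Viability of IDH1-knockdown HT-1080 fibrosarcoma cells was assessed by CellTiter-Glo after 48 h at 37 °C with titrated compound; concentration-effect curves were classified by fit quality and response size.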
ATXN2 expr inh: reduces ATXN2 reporter expression in HEK-293 cells | Potency, µM (titrated, usually from 57 µM), for inactives: top-dose activity change, negative = inhibition, actives largely listed as inhibitors | 360,000 tested, 0.72% active | HEK-293 ATXN2-luciferase reporter, luminescence, 24 h; note: potency is the fitted concentration of half-maximal effect; % is set by controls: 0 for no effect and ±100 for the full control effect; nearly all actives have a fitted effect of over 55% in size
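qHTS (up to 57 uM final) was run with 24 h compound exposure of reporter cells at 37 °C. Each well was multiplexed: SteadyGlo luminescence measured ATXN2-luciferase expression after a fluorogenic Gly-Phe-AFC viability readout (25 uM final).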
ATXN viability: cell viability loss in ATXN counter-screen. S2 cells (HEK-293 line with an ATXN2-luciferase reporter) viability, CellTiter-Fluor protease fluorescence, 24 h. Potency, µM (highest dose often 56.7 µM), most hits filed as cytotoxic. 400,000 tested, 0.49% active. AID 651635; note: potency is the fitted concentration of half-maximal effect; nearly all actives have a fitted effect of over 40% in size
IL-1B inflam inh: inflammasome signaling inhibition, IL-1 beta readout; THP-1 LPS/ATP IL-1B secretion, AlphaLISA, 16 h; stronger effect = lower value; activity change, % at 57.5 µM; 360,000 tested, 4.7% active; AID 743279; in the data active = activity change below about -50%; inconclusive = mostly about -30% to -49%; note: % is set by controls: 0 for no effect and ±100 for the full control effect
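Secreted IL-1B measured by AlphaLISA bead assay after 16 h compound exposure of THP-1 cells; compounds (final up to 57.5 uM) added 1 h before LPS (250 ng/mL) and ATP (1.25 mM) stimulation; lower signal means less secretion.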
HT1080NT lethal: kills 2HG-producing HT-1080-NT fibrosarcoma cells | Potency, µM (doses to about 46.1 µM), inactives show at the highest dose activity, negative = less viability, usual class: cytotoxic | 360,000 tested, 1.6% active | HT-1080-NT fibrosarcoma viability, CellTiter-Glo ATP luminescence, 48 h;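 note: NT is the 2HG producing partner of a matched IDH1 knockdown line; potency is the fitted concentration of half-maximal effect; 0% = DMSO-treated cells and -100% = media-only wells without cells; nearly all actives have a fitted effect of over 55% in size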
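Compounds were tested in concentration-response format on HT-1080-NT cells for 48 hours at 37 degrees C. Cell viability came from CellTiter-Glo luminescence; curves were classified by r2, response magnitude and activity.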
Starred values were filed as active, the others as inactive; i = inactive; ? = inconclusive; nt = not tested or not shown; & = joins results of further samples; [ ] = dose if it differs, or a comment. Unless noted, calls come from the whole dose curve; as a rule, active = well fitted curve in the direction sought with a large enough effect; inconclusive = small, poorly fitted or top-dose-only effect, or another doubt; inactive = no such curve, though single readings can be large; an effect the other way counts as inactive or inconclusive.

Second line of a record – HT1080 IDH1KD tx	ATXN viability	IL-1B inflam inh	KB-3-1 tox	MCF10A rereplic	ATXN2 expr inh	HT1080NT lethal	SW480 rerep	HepG2 tox
> CCN(CC)S(=O)(=O)c1ccc(N2CC(C(=O)NCCc3ccc(Cl)cc3)CC2=O)cc1 (stereo unspecified)
 : -2%	i	23	4%	?	5%	2%	-7%	5%
> O=c1cc(CN2CCN(S(=O)(=O)c3ccccc3)CC2)nc2ccc(Cl)cn12
 : 9%	i	16	16%	-8%	-17%	3%	-11%	2%
> COc1ccc(N2CC(C)Cn3c2nc2c3c(=O)n(Cc3ccccc3F)c(=O)n2C)c(OC)c1 (stereo unspecified)
 : -11%	i	11	-4%	0%	0%	-12%	9%	-2%
> C=CCn1c(SCC(=O)OCc2ccccc2)nc2c1c(=O)n(C)c(=O)n2C
 : 8%	i	0	-4%	-6%	2%	7%	-1%	1%
> CSCc1cccc(C(=O)OC(C)C(=O)Nc2c(C)n(C)n(-c3ccccc3)c2=O)c1 (stereo unspecified)
 : 4%	i	-20	-18%	1%	16%	11%	2%	0%
> O=C(COC(=O)CNC(=O)c1ccc(Cl)c([N+](=O)[O-])c1)NNC(=O)c1ccccc1F
 : 7%	i	3	1%	-2%	nt	7%	-9%	-2%
> CCCN(C(=O)COC(=O)CC1CCCCC1)c1c(N)n(Cc2ccccc2)c(=O)[nH]c1=O
 : -2%	i	-19	-13%	1%	-18%	-10%	-23%	-56%
> COc1ccc(NC(=O)[C@H]2O[C@@H]3OC(C)(C)O[C@@H]3[C@H]3OC(C)(C)O[C@H]32)c(OC)c1
 : nt	i	nt	7%	nt	32%	nt	nt	-20%
> CNC(=O)c1ccc(Nc2nnc(-c3ccc(C)c(S(=O)(=O)NC(C)(C)C)c3)c3ccccc23)cc1
 : nt	i	nt	16%	nt	-1%	nt	nt	-16%
> CC1=CC(C)=Nc2ccccc2N1
 : -3%	i	35	-7%	21µM*	50%[activator]	3%	-10%	-9%
> C=CCN=C(C)C1=C(O)C(C)OC1=O (stereo unspecified)
 : 20%	i	12	8%	-3%	6%	13%	1%	8%
> CCOC(=O)c1ccc(S(=O)(=O)N2CCN(C(C)=O)CC2)cc1
 : 1%	i	52	-4%	-1%	-18%	13%	-4%	4%
> COC(=O)C1=C(NC(=O)c2ccc(C)c(C)c2)CCS1
 : 2%	i	37	25%	34%	28%	0%	-5%	0%
> COc1ccccc1NC(=O)C1=C(C)Nc2nc(-c3ccco3)nn2C1c1cccc(C)c1 (stereo unspecified)
 : nt	i	nt	-6%	nt	-12%	nt	nt	2%
> CC1CN(CCOc2cccc(Oc3ccccc3)c2)CC(C)O1 (stereo unspecified)
 : 3%	i	16	-12%	?	-22%	-1%	-51%	-3%
> COc1ccccc1C(=O)NCC(=O)OCC(=O)c1ccc2c(c1)-c1ccccc1C2
 : 9%	i	8	?	-26%	-19%	1%	27%	1%
> Clc1cccc(Nc2nc(-c3cccnc3)cs2)c1
 : ?	i	-10	-9%	18%	20%	?	-4%	-42%
> CCOC(=O)c1ccccc1NC(=O)COC(=O)CCC1CCCC1
 : 11%	?	6	-6%	-4%	-8%	5%	-9%	0%
> COc1cc(/C=C(/NC(=O)c2ccccc2Cl)C(=O)O)cc(OC)c1OC
 : 1%	i	24	13%	-3%	0%	6%	-4%[9.22 µM]	-8%
> O=C(NNC(=O)c1ccccc1[N+](=O)[O-])c1ccco1
 : 24%	i	18	10%	1%	-28%	18%	-2%	3%
> Cc1cc(=O)oc2c(CN3CCC(C)CC3)c(O)c(Cl)cc12
 : 17%	i	-7	-2%	4%	24%	1%	12%	0%
> CN(CC(=O)N1CCN(Cc2ccccc2)CC1)S(=O)(=O)c1cccc2nsnc12
 : 5%	i	15	-6%	3%	-14%	-1%	0%	-17%
> CCCCN1/C(=C/c2ccc3ccccc3[n+]2CC)Sc2ccccc21
 : 15µM*	16µM*	-98*	-28%	8%	?	?	-1%	-30%
> O=[N+]([O-])c1cccc(-c2cn(-c3ccccc3)c(=S)[nH]2)c1
 : -15%	?	19	1%	4%	nt	1%	-2%	-4%
> NS(=O)(=O)c1ccc(CCNC(=O)COC(=O)CC(c2ccccc2)c2ccccc2)cc1
 : -6%	i	11	-21%	4%	-30%	-3%	9%	0%
> COc1cccc(C(=O)CSc2nc3ccccc3n2CC(=O)N2CCOCC2)c1
 : -14%	?	0	-6%	4%	-4%	-1%	-1%	-33%
> CCC(=O)N(CCC(c1ccccc1)c1ccco1)Cc1cccs1 (stereo unspecified)
 : ?	i	-7	-18%	11µM*	-19%	-5%	11%	-9%
> O=C(COC(=O)c1cccc(O)c1)Nc1nnc(-c2ccccc2)o1
 : -1%	?	15	13%	14%	2%	0%	3%	0%
> O=C(NCc1ccccc1)c1nnc(Cc2cccc(F)c2)o1
 : nt	i	nt	20%	nt	-1%	nt	nt	1%
> CCOC(=O)c1c(CN(C)C)n(C)c2c(O)c(N=NC(N)=O)c3ccc(Br)cc3c12
 : ?	i	49	2%	?	?	-29%	?	-48%

Some of the entries above, set out differently:
molecule	HT1080 IDH1KD tx	ATXN viability	IL-1B inflam inh	KB-3-1 tox	MCF10A rereplic	ATXN2 expr inh	HT1080NT lethal	SW480 rerep	HepG2 tox
COc1ccccc1C(=O)NCC(=O)OCC(=O)c1ccc2c(c1)-c1ccccc1C2	9%	i	8	?	-26%	-19%	1%	27%	1%
Clc1cccc(Nc2nc(-c3cccnc3)cs2)c1	?	i	-10	-9%	18%	20%	?	-4%	-42%

The results go on:
Second line of a record – HT1080 IDH1KD tx	ATXN viability	IL-1B inflam inh	KB-3-1 tox	MCF10A rereplic	ATXN2 expr inh	HT1080NT lethal	SW480 rerep	HepG2 tox
> COc1ccc(-n2c(=O)cc(N3CCc4ccccc43)[nH]c2=O)cc1
 : 22%	i	5	6%	10%	7%	4%	-1%	9%
> Cc1nc2c(C(=O)NCc3ccc4c(c3)OCO4)cnn2c(C)c1Cc1ccc(F)cc1Cl
 : 7%	?	-5	?	?	-23%	14%	15%	-6%
> O=C(COC(=O)COc1cccc(C(F)(F)F)c1)NC1CCS(=O)(=O)C1 (stereo unspecified)
 : 10%	i	12	16%	0%	3%	8%	-3%	-3%
> CCOC(=O)C1CSC(CC(=O)Nc2ccc(OC(F)(F)F)cc2)C(=O)N1 (stereo unspecified)
 : -7%	i	28	25%	-2%	-4%	-1%	-4%	-3%
> C/C(=N\N1C(=O)CSC1=S)c1ccc(Br)cc1
 : 11%	i	7	-2%	-1%	-17%	11%	-1%	-1%
> O=C(CSc1nnnn1C1CC2CCC1C2)Nc1ccnc2ccccc12 (stereo unspecified)
 : -20%	i	-18	-4%	2%	0%	-13%	-4%	-29%
> CCCC(C(=O)c1ccccc1)n1cncn1 (stereo unspecified)
 : 5%	i	24	0%	-6%	3%	0%	1%[9.22 µM]	-4%
> O=C(c1ccc(-c2nnc(-c3ccccc3)o2)cc1)N1CCCCCC1
 : -4%	?	-6	?	4%	-11%	1%	-2%[9.22 µM]	-12%
> CN(c1ccccc1)S(=O)(=O)c1ccccc1Br
 : 0%	i	26	-5%&-3%	4%	-2%	0%	-26%	0%&-12%
> O=C(NCCC(=O)N1CCN(Cc2c(F)cccc2Cl)CC1)c1ccc(Cl)cc1
 : -11%	i	-4	0%	10%	-8%	-7%	-17%	-27%
> CCCc1cc(NC(=O)CCl)n(-c2ccccc2)n1
 : ?	?	-99*	?	?	-17%	?	?	-50%
> CC(C)(C)C(=O)NC(=S)NNC(=O)c1ccc(Cl)cc1Cl
 : 18µM*	i	98	?	13%	-22%	9.2µM*	?	-33%
> O=C(O)/C(CC(=O)c1ccc(Cl)cc1)=N/Nc1ccc([N+](=O)[O-])cc1[N+](=O)[O-]
 : -9%	?	0	-3%	5%	-24%	-10%	-5%	-22%
> CCOC(=O)N1CCN(S(=O)(=O)c2cc([N+](=O)[O-])c(C)cc2C)CC1
 : 2%	i	13	?	12%	19%	16%	-1%	16%
> O=c1c2ccccc2nnn1CSc1ncnc2ccccc12
 : 2%	i	-81*	?	6%	4%	4%	-1%	-4%
> CCc1ccc2nc(N(CCCN(C)C)C(=O)c3ccc(S(=O)(=O)N4CCCc5ccccc54)cc3)sc2c1
 : ?	?	-98*	?	?	?	?	29%	-108%
> COCCNC(=O)C(c1cccs1)N(Cc1ccccc1)C(=O)Cn1nnc2ccccc21 (stereo unspecified)
 : 18%	i	28	0%	-7%	0%	10%	?	5%
> CC1(C(=O)Nc2ccc3c(c2)OCO3)CCN1C(=O)C1CCCCC1 (stereo unspecified)
 : 6%	i	-1	0%	nt	7%	11%	nt	-10%
> Cc1cc(NC(=O)c2ccc3c(c2)C(=O)N(C)C3=O)no1
 : -2%	i	0	6%	1%	3%	-3%	-5%	3%
> COc1ccccc1-n1ccnc(SCC(=O)NCCc2ccccc2)c1=O
 : 1%	i	1	-22%	4%	8%	2%	-3%	1%
> C#CCOCCOCCOCCNc1nc(N2CCN(C(=O)Cn3cc(CCO)nn3)CC2)nc(N2CCN(C(=O)[C@H]([C@@H](C)CC)n3cc(CCCCN)nn3)CC2)n1
 : 10%	i	7	42%	-3%	2%	1%	11%[9.22 µM]	13%
> O=C1c2ccccc2C(=O)N1CCc1c(-c2ccccc2)[nH]c2ccccc12
 : ?	?	?	0%	?	?	-28%	1%	-9%
> Cn1c(=O)cc(OCC(=O)NCc2ccccn2)c2ccccc21
 : -11%	nt	-14	7%	3%	nt	2%	-28%	-21%
> CC1CCC(C(C)C)C(OC(=O)Cn2c(-c3ccc(F)cc3)[n+](C)c3ccccc32)C1 (stereo unspecified)
 : 10µM*	?	-101*	?	?	8.9µM*	18µM*	16µM*	-51%
> CC(=O)c1ccc(Oc2nc3c(c(=O)n(C)c(=O)n3C)n2C)cc1
 : 2%	i	19	12%	0%	-7%	15%	-5%	26%
> CCOc1ccc(S(=O)(=O)NCCC(=O)OCC(=O)c2ccc[nH]2)cc1
 : 15%	i	9	5%	-5%	-6%	14%	1%	2%

Screening data (PubChem BioAssay)
